Screens (PubChem BioAssay)
TEAD-YAP block: TEAD-YAP interaction inhibition; HEK-TIYL cells, TEAD-Gal4/YAP UAS-luciferase luminescence; inhibition, % at 9.12 µM; AID 1259422; 1.4% of 640,000 active; in the data active = inhibition above about 32%;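 also: 0% = median of test compound wells and 100% = reference inhibitor wells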
GPR151 activ: human GPR151 activation | Q8TDV0 | PathHunter beta-arrestin GPR151 cells, luminescence | activation, % at 11.2 µM | 1% of 650,000 active | AID 1508602; in the data active = activation above about 4.9%;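 also: 0% = median of compound wells and 100% = cells with positive control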
Target sequence (Q8TDV0 whole entry, looked up): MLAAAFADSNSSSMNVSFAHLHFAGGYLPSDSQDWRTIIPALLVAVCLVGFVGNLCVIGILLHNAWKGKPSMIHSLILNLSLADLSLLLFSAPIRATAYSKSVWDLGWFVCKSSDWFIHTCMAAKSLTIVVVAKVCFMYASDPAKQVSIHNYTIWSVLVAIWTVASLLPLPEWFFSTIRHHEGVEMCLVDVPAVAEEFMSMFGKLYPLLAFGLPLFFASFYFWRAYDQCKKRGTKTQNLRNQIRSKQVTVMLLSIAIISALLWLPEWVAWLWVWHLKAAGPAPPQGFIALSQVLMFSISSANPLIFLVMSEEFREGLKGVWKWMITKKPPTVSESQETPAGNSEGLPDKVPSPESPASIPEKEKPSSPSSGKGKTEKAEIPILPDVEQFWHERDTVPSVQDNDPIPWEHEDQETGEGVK
FBW7 act: human FBW7 E3 ligase activation, primary screen; normalized activity (activation), % at 26.1 µM; 0.13% of 650,000 active; Q969H0; AlphaScreen FBW7–phospho-cyclin E peptide binding, activator screen; in the data active = normalized activity above about 1.9%;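 also: purified mutant Fbw7 with reduced substrate affinity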
MITF primary: human MITF inhibition, primary screen. O75030. AlphaScreen MITF homodimerization, bead proximity signal. inhibition, % at 2.6 µM. 0.91% of 650,000 active. AID 1259374; in the data active = inhibition above about 50%;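 also: 0% = vehicle wells with protein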
Target sequence (O75030 whole entry, looked up): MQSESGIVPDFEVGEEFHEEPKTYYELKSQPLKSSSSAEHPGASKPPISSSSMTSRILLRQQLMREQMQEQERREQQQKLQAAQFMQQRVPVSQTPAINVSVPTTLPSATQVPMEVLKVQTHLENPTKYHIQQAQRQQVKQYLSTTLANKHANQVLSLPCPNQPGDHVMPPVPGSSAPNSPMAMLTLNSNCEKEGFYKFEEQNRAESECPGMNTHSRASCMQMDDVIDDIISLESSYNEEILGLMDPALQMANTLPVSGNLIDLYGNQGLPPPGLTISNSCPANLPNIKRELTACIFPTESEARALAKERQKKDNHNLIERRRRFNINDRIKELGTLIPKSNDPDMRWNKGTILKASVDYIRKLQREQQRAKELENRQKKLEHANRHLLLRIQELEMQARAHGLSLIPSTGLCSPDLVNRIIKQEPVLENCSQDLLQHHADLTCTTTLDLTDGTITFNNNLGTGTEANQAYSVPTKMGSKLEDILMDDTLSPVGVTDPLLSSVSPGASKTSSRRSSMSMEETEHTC
The depositor's hits bear a star.

Screening COc1ccc(Cl)cc1C(=O)Nc1ccc(N2CCOCC2)c(Cl)c1 returned TEAD-YAP block 7, GPR151 activ 0.2, FBW7 act 0.3 and MITF primary 14.
`O=C(Cn1cc2c(n1)CCCC2)N1CCc2ccccc21` gave TEAD-YAP block -1, GPR151 activ -0.1, FBW7 act 0.1 and MITF primary 3.
Screening COc1cccc(N2CCN(C(=O)Cc3noc4ccccc34)CC2)c1 returned TEAD-YAP block 1, GPR151 activ -0.6, FBW7 act 0.1 and MITF primary -1.
For COc1ccccc1C1=NOC(C(=O)NCc2cccs2)C1 (stereo unspecified) the results were TEAD-YAP block 41*, GPR151 activ -0.3, FBW7 act -0.1 and MITF primary -4.
`CC(C)(C)n1nc2c(c1NC(=O)c1c(F)cccc1Cl)CS(=O)(=O)C2` gave TEAD-YAP block -12, GPR151 activ -0.4, FBW7 act 0.3 and MITF primary -8.
`O=C(Nc1ccc(Oc2ccc(Cl)cc2)cc1)C1(c2ccccc2)CCCC1` gave TEAD-YAP block -9, GPR151 activ -0.1, FBW7 act 0.0 and MITF primary -4.
Screening CCC(=O)Nc1ccc(OCc2nc3ccccc3s2)cc1 returned TEAD-YAP block -20, GPR151 activ -3.0, FBW7 act 0.1 and MITF primary -21.
Screening CCOC(=O)c1nn(-c2ccc(F)cc2)c(=O)c2c(NC(=O)C3CCCC3)scc12 returned TEAD-YAP block 2, GPR151 activ 1.8, FBW7 act 0.1 and MITF primary 10.
`C=CCn1c(C)c(C(C)=O)c(N2CCCCC2)nc1=S` gave TEAD-YAP block 8, GPR151 activ 1.6, FBW7 act 0.1 and MITF primary 1.
`O=C(NCc1ccccc1C(F)(F)F)C1CC(O)CN1C(=O)Nc1ccccc1` (stereo unspecified) gave TEAD-YAP block 6, GPR151 activ -1.8, FBW7 act 0.9 and MITF primary 12.
For CCOc1ccc(C2=NC(c3ccccc3Cl)NC(c3cc(Br)ccc3O)C2)cc1 (stereo unspecified) the results were TEAD-YAP block -5, GPR151 activ 0.2, FBW7 act -0.1 and MITF primary 1.
Cc1nn(CC(O)Cn2c3ccccc3c3ccccc32)c(C)c1Br (stereo unspecified) was read as TEAD-YAP block 2, GPR151 activ -1.9, FBW7 act 0.0 and MITF primary 6.

Retrieved by compound from above, two records:
`CC(C)(C)n1nc2c(c1NC(=O)c1c(F)cccc1Cl)CS(=O)(=O)C2` gave TEAD-YAP block -12, GPR151 activ -0.4, FBW7 act 0.3 and MITF primary -8.
For COc1ccccc1C1=NOC(C(=O)NCc2cccs2)C1 (stereo unspecified) the results were TEAD-YAP block 41*, GPR151 activ -0.3, FBW7 act -0.1 and MITF primary -4.

Returning to the listing, repeating the 5 entries before the break.
Screening CCOC(=O)c1nn(-c2ccc(F)cc2)c(=O)c2c(NC(=O)C3CCCC3)scc12 returned TEAD-YAP block 2, GPR151 activ 1.8, FBW7 act 0.1 and MITF primary 10.
`C=CCn1c(C)c(C(C)=O)c(N2CCCCC2)nc1=S` gave TEAD-YAP block 8, GPR151 activ 1.6, FBW7 act 0.1 and MITF primary 1.
`O=C(NCc1ccccc1C(F)(F)F)C1CC(O)CN1C(=O)Nc1ccccc1` (stereo unspecified) gave TEAD-YAP block 6, GPR151 activ -1.8, FBW7 act 0.9 and MITF primary 12.
For CCOc1ccc(C2=NC(c3ccccc3Cl)NC(c3cc(Br)ccc3O)C2)cc1 (stereo unspecified) the results were TEAD-YAP block -5, GPR151 activ 0.2, FBW7 act -0.1 and MITF primary 1.
Cc1nn(CC(O)Cn2c3ccccc3c3ccccc32)c(C)c1Br (stereo unspecified) was read as TEAD-YAP block 2, GPR151 activ -1.9, FBW7 act 0.0 and MITF primary 6.
Screening COc1ccc(CCNC(=O)CN(c2cccc(F)c2)S(C)(=O)=O)cc1OC returned TEAD-YAP block 5, GPR151 activ -1.0, FBW7 act 0.1 and MITF primary 10.
For COc1ccc(NC(=O)CCc2n[nH]c(=O)[nH]c2=O)cc1 the results were TEAD-YAP block -2, GPR151 activ 0.3, FBW7 act 0.0 and MITF primary 5.
Cc1ccccc1Cn1cnc2c(cnn2CCNC(=O)c2cc3ccccc3o2)c1=O was read as TEAD-YAP block 11, GPR151 activ -1.3, FBW7 act 0.0 and MITF primary 19.
CC(C)CC(NC(=O)c1ccccc1)C(=O)OCC(=O)c1ccccc1 (stereo unspecified) was read as TEAD-YAP block -9, GPR151 activ 0.5, FBW7 act 0.0 and MITF primary -11.
CCOC(=O)/C(=N\Nc1ccc(Br)cc1)N1CC(C)OC(C)C1 (stereo unspecified) was read as TEAD-YAP block 2, GPR151 activ 1.6, FBW7 act -0.1 and MITF primary 7.
For CCCCC1(C(=O)OCC)NC(c2ccccc2OC)C2C(=O)N(CC)C(=O)C21 (stereo unspecified) the results were TEAD-YAP block 6, GPR151 activ 0.0, FBW7 act 0.1 and MITF primary -10.
O=c1[nH]c2ccccc2n1CCCSc1nc2ccccc2o1 was read as TEAD-YAP block 1, GPR151 activ 0.1, FBW7 act 0.3 and MITF primary 6.
`Cn1c(=O)c2c(nc(SCC(=O)c3ccc(Cl)cc3)n2Cc2ccc(F)cc2)n(C)c1=O` gave TEAD-YAP block -4, GPR151 activ 0.6, FBW7 act 0.4 and MITF primary -4.
For COc1cccc(CN[C@H]2C[C@H]3C(=O)N[C@@H](Cc4c[nH]c5ccccc45)C(=O)N3C2)c1 the results were TEAD-YAP block -5, GPR151 activ -0.8, FBW7 act -0.1 and MITF primary 9.
For COc1cccc(C(=O)Nc2ccc(S(=O)(=O)Nc3nccc(C)n3)cc2)c1 the results were TEAD-YAP block 3, GPR151 activ 0.0, FBW7 act 0.1 and MITF primary -1.
For O=C(Nc1ccccc1C(F)(F)F)c1ccc(F)c(S(=O)(=O)N2CCN(c3ccccc3F)CC2)c1 the results were TEAD-YAP block -2, GPR151 activ -0.3, FBW7 act -0.2 and MITF primary -5.
`CC(Cc1ccccc1)N=Cc1c(O)n(-c2c(Cl)cccc2Cl)c2ccccc12` (stereo unspecified) gave TEAD-YAP block 11, GPR151 activ 0.8, FBW7 act -0.1 and MITF primary 9.

Among those listed so far, 3 have an NH in an aromatic ring.
For COc1ccc(NC(=O)CCc2n[nH]c(=O)[nH]c2=O)cc1 the results were TEAD-YAP block -2, GPR151 activ 0.3, FBW7 act 0.0 and MITF primary 5.
O=c1[nH]c2ccccc2n1CCCSc1nc2ccccc2o1 was read as TEAD-YAP block 1, GPR151 activ 0.1, FBW7 act 0.3 and MITF primary 6.
For COc1cccc(CN[C@H]2C[C@H]3C(=O)N[C@@H](Cc4c[nH]c5ccccc45)C(=O)N3C2)c1 the results were TEAD-YAP block -5, GPR151 activ -0.8, FBW7 act -0.1 and MITF primary 9.

(next part)
For O=C(N/N=C/c1ccc(O)c(O)c1O)NC1CCCCC1 the results were TEAD-YAP block 0, GPR151 activ 2.6, FBW7 act -0.6 and MITF primary 12.
For COc1ccc(Cn2c(CCC(=O)Nc3ccc(OC)cc3)nc3ncccc3c2=O)cc1 the results were TEAD-YAP block 11, GPR151 activ -0.2, FBW7 act -0.1 and MITF primary 6.
`O=C(CSc1nc2ccccc2c(=O)n1CCCN1CCCCC1)c1ccc(Br)cc1` gave TEAD-YAP block -5, GPR151 activ -0.9, FBW7 act -0.4 and MITF primary 5.
`COc1ccc(-c2nc(SCc3ccc(F)cc3)c3c(=O)n(C)c(=O)n(C)c3n2)cc1` gave TEAD-YAP block 1, GPR151 activ 1.0, FBW7 act 0.0 and MITF primary 4.
COc1ccc(OCC(=O)NCc2ccccc2C)cc1 was read as TEAD-YAP block 4, GPR151 activ -0.2, FBW7 act 0.1 and MITF primary 18.
For O=C(NCc1ccc2c(c1)OCO2)c1cccnc1SCc1cccc(Br)c1 the results were TEAD-YAP block 11, GPR151 activ -0.3, FBW7 act 0.3 and MITF primary 10.
Screening Cc1nnc(SCC(=O)Nc2ccccc2Cl)n1-n1cccc1 returned TEAD-YAP block -3, GPR151 activ 0.1, FBW7 act -0.1 and MITF primary 13.
COc1ccc(/C=C2\N=C(c3ccc(C(C)(C)C)cc3)OC2=O)c(OC)c1OC was read as TEAD-YAP block 0, GPR151 activ 0.8, FBW7 act 0.0 and MITF primary 9.
For CCCCc1ccc(NC(=O)OC)cc1 the results were TEAD-YAP block 0, GPR151 activ 2.3, FBW7 act 0.0 and MITF primary 5.
Screening COc1ccc(NC(=O)c2cc3ccccc3oc2=O)cc1OC returned TEAD-YAP block -39, GPR151 activ -0.1, FBW7 act 0.5 and MITF primary 18.
For C=CCNC(=O)c1ccc(OC)c(OC)c1 the results were TEAD-YAP block 4, GPR151 activ 0.9, FBW7 act 0.1 and MITF primary 6.
`Cc1cc(C)cc(C(=O)NCC(=O)O)c1` gave TEAD-YAP block -4, GPR151 activ -0.1, FBW7 act 0.1 and MITF primary -1.
Screening CN(CC(=O)N(C)c1c(N)n(Cc2ccccc2)c(=O)[nH]c1=O)Cc1cccc(Cl)c1 returned TEAD-YAP block 4, GPR151 activ -0.5, FBW7 act 0.1 and MITF primary 10.
COc1ccc(CN2CCC3(CC2)CC3C(=O)N2CCCN(C)CC2)cc1OC (stereo unspecified) was read as TEAD-YAP block 5, GPR151 activ -0.7, FBW7 act -0.1 and MITF primary 18.
`CN(CCCC(=O)O)S(=O)(=O)c1ccc(F)cc1` gave TEAD-YAP block 10, GPR151 activ 0.8, FBW7 act 0.2 and MITF primary 3.
For CCOC(=O)C1=C(C)N=C2SCCC(=O)N2C1c1sccc1C (stereo unspecified) the results were TEAD-YAP block 12, GPR151 activ -0.6, FBW7 act -0.1 and MITF primary 11.
Screening CC(C)N1CC=C2C(C#N)=C(N)C(C#N)(C#N)[C@@H](c3ccccc3F)[C@@H]2C1 returned TEAD-YAP block -7, GPR151 activ -0.4, FBW7 act 0.0 and MITF primary 4.
`COC(=O)c1ccccc1Nc1c(-c2ccccc2)c(=O)c1=O` gave TEAD-YAP block -6, GPR151 activ -1.3, FBW7 act 0.0 and MITF primary 3.
For CCOC(=O)C1=C(C)Nc2ncnn2C1c1ccc(OC)c([N+](=O)[O-])c1 (stereo unspecified) the results were TEAD-YAP block 1, GPR151 activ -0.7, FBW7 act -0.1 and MITF primary 9.
`CC1CCC(CC(=O)O)(CC(=O)O)CC1` gave TEAD-YAP block 5, GPR151 activ 1.1, FBW7 act 0.1 and MITF primary 6.
For CCCCn1nnnc1SCC(=O)NCc1ccco1 the results were TEAD-YAP block -5, GPR151 activ -0.9, FBW7 act 0.5 and MITF primary 19.
For CCNC(=O)[C@@H]1C[C@@H](NCc2ccc(F)cc2F)CN1Cc1ccccc1Cl the results were TEAD-YAP block 0, GPR151 activ -0.4, FBW7 act -0.1 and MITF primary 5.
For CC(C)(C)OC(=O)N1CC(C(=O)N2CCC(Nc3ccnc(Nc4ccc(S(N)(=O)=O)cc4)n3)CC2)C(c2ccccc2)C1 (stereo unspecified) the results were TEAD-YAP block -3, GPR151 activ -0.4, FBW7 act 0.0 and MITF primary 10.
O=C(COC(=O)c1ccccc1NCN1C(=O)c2ccccc2C1=O)c1ccccc1 was read as TEAD-YAP block -5, GPR151 activ 1.6, FBW7 act -0.1 and MITF primary 4.
For Cc1[nH]c2ccccc2c1C(Nc1ccccn1)c1ccccc1O (stereo unspecified) the results were TEAD-YAP block 2, GPR151 activ -0.8, FBW7 act 0.0 and MITF primary 16.
Screening COc1ccccc1CNC(=O)Cn1nc(C)n2c(cc3cc(C)ccc32)c1=O returned TEAD-YAP block -1, GPR151 activ -0.2, FBW7 act 0.0 and MITF primary 11.
Screening COc1cc(C2=N/C(=C\c3ccccc3F)C(=O)O2)cc(OC)c1OC returned TEAD-YAP block 8, GPR151 activ -0.3, FBW7 act -0.1 and MITF primary 17.
Screening CC1(C)Cc2ccccc2C(C2=NC(C)(C)Cc3ccccc32)=N1 returned TEAD-YAP block -1, GPR151 activ -0.3, FBW7 act -0.1 and MITF primary -4.
O=C(CCC1CCCCC1)Nc1ccc([N+](=O)[O-])cn1 was read as TEAD-YAP block -14, GPR151 activ 0.0, FBW7 act 0.1 and MITF primary 12.
For C/C(=N/NC(=O)c1ccccc1N)c1ccc(F)cc1 the results were TEAD-YAP block -27, GPR151 activ -0.1, FBW7 act 0.0 and MITF primary 1.
`CCOC(=O)CCN(Cc1cccs1)S(=O)(=O)c1cccc([N+](=O)[O-])c1` gave TEAD-YAP block -7, GPR151 activ -0.5, FBW7 act 0.1 and MITF primary 14.
`CCOc1ccc(-n2c(CNC(=O)c3ccco3)nnc2SCC(=O)Nc2nccs2)cc1` gave TEAD-YAP block 3, GPR151 activ -0.3, FBW7 act -0.1 and MITF primary 18.
Cc1c(NC(=O)CNC(=O)C2CCCCC2)c(=O)n(-c2ccccc2)n1C was read as TEAD-YAP block -3, GPR151 activ 0.5, FBW7 act 0.0 and MITF primary -5.
CC(=O)NC(CC(=O)OCCN1C(=O)c2ccccc2C1=O)c1ccccc1 (stereo unspecified) was read as TEAD-YAP block -6, GPR151 activ 0.9, FBW7 act 0.0 and MITF primary 5.
CC(C)(C)N(Cc1ccccc1)C(=O)Nc1ccc(F)cc1 was read as TEAD-YAP block 4, GPR151 activ -1.2, FBW7 act 0.0 and MITF primary 7.
Screening O=C(CN1C(=O)C(=O)c2ccccc21)OCc1ccc2nonc2c1 returned TEAD-YAP block -6, GPR151 activ 1.3, FBW7 act -0.2 and MITF primary 0.
`CCN1C(=O)C2C(c3cccc(F)c3)NC(CCSC)(C(=O)OC)C2C1=O` (stereo unspecified) gave TEAD-YAP block -2, GPR151 activ 2.4, FBW7 act 0.2 and MITF primary 8.
`CCN1CCCC1CNC(=O)Cn1cnc2sc(C)cc2c1=O` (stereo unspecified) gave TEAD-YAP block 6, GPR151 activ -0.6, FBW7 act 0.4 and MITF primary 14.
